# Anthrax LF inh2 – inhibitors of Bacillus anthracis lethal factor protease | P15917 | multiplex microsphere protease cleavage assay, LF | inhibition, % at 10 µM | hit rate 0.12% among 360,000 | AID 588501; further: plate controls were buffer without enzyme for full effect and enzyme alone for no effect
# Target sequence (P15917 whole entry, looked up): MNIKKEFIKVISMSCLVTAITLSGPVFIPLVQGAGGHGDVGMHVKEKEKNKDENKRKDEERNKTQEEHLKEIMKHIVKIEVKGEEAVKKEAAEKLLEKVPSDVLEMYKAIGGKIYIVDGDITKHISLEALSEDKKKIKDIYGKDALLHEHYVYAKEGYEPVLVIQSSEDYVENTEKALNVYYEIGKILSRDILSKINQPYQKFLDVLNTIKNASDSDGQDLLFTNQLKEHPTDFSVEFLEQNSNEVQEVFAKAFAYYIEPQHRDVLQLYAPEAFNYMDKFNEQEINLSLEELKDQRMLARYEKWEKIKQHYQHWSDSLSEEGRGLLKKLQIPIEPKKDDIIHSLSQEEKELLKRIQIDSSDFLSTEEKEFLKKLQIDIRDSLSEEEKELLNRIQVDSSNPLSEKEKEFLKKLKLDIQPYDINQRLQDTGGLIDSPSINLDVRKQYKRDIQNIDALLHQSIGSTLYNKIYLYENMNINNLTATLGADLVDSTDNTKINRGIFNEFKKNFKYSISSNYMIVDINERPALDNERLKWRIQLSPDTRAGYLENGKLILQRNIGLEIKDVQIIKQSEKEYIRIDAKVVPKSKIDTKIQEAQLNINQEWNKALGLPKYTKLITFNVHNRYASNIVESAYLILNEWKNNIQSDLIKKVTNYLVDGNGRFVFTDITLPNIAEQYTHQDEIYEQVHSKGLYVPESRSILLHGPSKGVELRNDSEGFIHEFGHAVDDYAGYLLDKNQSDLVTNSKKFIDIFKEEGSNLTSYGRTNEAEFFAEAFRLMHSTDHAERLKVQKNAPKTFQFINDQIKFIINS
# BoNT F protease – inhibitors of Botulinum neurotoxin F light chain protease. inhibition, % at 10 µM. hit rate 0.22% among 360,000. Multiplex microsphere protease cleavage assay, flow cytometry; in the data active means inhibition above about 35%, passing the limit was not always enough; inconclusive means no clear call, values can overlap the other calls; further: plate controls were buffer without enzyme for full effect and enzyme alone for no effect
# MazEF act – increases E. coli MazEF RNase cleavage of RNA | FAM/BHQ RNA-DNA oligo cleavage fluorescence, 5 h | activation, % at 20 µM | hit rate 0.32% among 350,000; in the data active means activation above about 50%
# Target sequence (P0AE70 whole entry, looked up): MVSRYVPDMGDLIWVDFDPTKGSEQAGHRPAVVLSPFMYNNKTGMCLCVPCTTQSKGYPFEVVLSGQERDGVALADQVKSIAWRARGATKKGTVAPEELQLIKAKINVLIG
# CCHFV vOTU inh – CCHFV vOTU protease inhibition; AID 651958; inhibition, % at 11.5 µM; hit rate 0.55% among 370,000; Pep-AMC fluorescence; in the data active means inhibition above about 30%; further: 0% = vehicle wells with enzyme and 100% = no enzyme wells
# DUSP3 inh – blocks human VHR1 dual specificity phosphatase | recombinant VHR phosphatase, pNPP absorbance | inhibition, % at 13.3 µM | hit rate 0.52% among 290,000; in the data active means inhibition above about 50%; further: some compounds called inactive have numbers as strong as hits
# BoNT A protease – blocks Botulinum neurotoxin A light chain protease. multiplex microsphere protease substrate cleavage, flow cytometry. inhibition, % at 10 µM. hit rate 0.17% among 360,000. AID 588499; further: plate controls were buffer without enzyme for full effect and enzyme alone for no effect
# Rv3671c inh – inhibits the M. tuberculosis serine protease Rv3671c | inhibition, % at 5.96 µM | hit rate 0.048% among 320,000 | P9WHR9; in the data active means inhibition above about 38%;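 further: extracellular domain of Rv3671c used as enzyme; 0% = enzyme with DMSO and 100% = no enzyme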
# PriA SSB inh – blocks PriA binding to SSB C-terminal tail; AlphaScreen SSBct-PriA binding, biotinylated peptide; inhibition, % at 33 µM; hit rate 0.6% among 430,000; in the data active means inhibition mostly above about 37%, no sharp cut-off; inactive means mostly below about 20%;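 further: plate controls were negative control peptide for no effect and reference peptide for full effect; strong numbers were not always called active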
# SARS 3CLpro inh – SARS-CoV 3CLpro protease inhibition; hit rate 0.14% among 290,000; P0C6X7; AID 1706; inhibition, % at 6 µM; recombinant SARS-CoV 3CLpro, quenched FRET peptide cleavage; in the data active means inhibition above about 12%
# PrPC surface inh – cell surface PrPC inhibition, primary TR-FRET screen. TR-FRET read-out. AID 720596. hit rate 0.43% among 370,000. inhibition, % at 13.8 µM; in the data active means inhibition above about 24%; further: 0% = median of the test wells and 100% = reference compound wells
# * hit, by the source's call; ? = inconclusive; nt = no result given. Unless noted, no stated cut-off is given here; in the data, active means inhibition above about 30%; inconclusive means no clear call, values can overlap the other calls; inactive means below that. Only part of the results is shown; the hit share may differ from the screen's.
# Results follow in this order: Anthrax LF inh2	BoNT F protease	MazEF act	CCHFV vOTU inh	DUSP3 inh	BoNT A protease	Rv3671c inh	PriA SSB inh	SARS 3CLpro inh	PrPC surface inh
- COc1ccc(/C=C(\C#N)C(=O)OCC(=O)NCc2ccccc2)cc1
→ 1	-4	-4	-10	-5	-0.6	2	-3	-4	-1
- CCCNC(=O)/C=C/C(=O)O
→ 0	7	3	-12	16	0.5	0	1	1	6
- COc1cc(CCCN2C(=O)C(=O)NC[C@H]2Cc2cccc3ccccc23)cc(OC)c1OC
→ -9	3	3	4	nt	0.9	-9	8	nt	2
- Cn1c(=O)[nH]c(NC2CCCCC2)c([N+](=O)[O-])c1=O
→ 6	22	-1	1	-11	0.9	-4	1	5	9
- Cc1ccc(C(C#N)c2ccc(C(=O)c3ccc(F)cc3)cc2)cc1 (configuration not stated)
→ -3	-5	-17	11	-16	-0.1	-2	-35	1	13
- COc1ccc(NC(=O)c2cccnc2SC)cc1OC
→ 0	-3	11	0	-2	0.2	2	-7	4	-3
- COc1ccc(OC)c(/C=C(\NC(=O)c2ccccc2)C(=O)N/N=C/c2ccc(C)s2)c1
→ 4	5	-37	-3	32	2.5	12	nt	-5	-5
- Cc1ccc(OCc2n[nH]c(=S)n2-c2ccc(C)cc2)cc1
→ -2	2	0	7	-9	-0.3	-3	-3	3	9
- Cc1ccc(S(=O)(=O)N(C)C)cc1NC(=O)c1cccnc1Oc1ccccc1
→ -5	6	5	3	36	0.1	2	-2	-1	-3
- COc1ccc(C(=O)Nc2c(Cl)cc(Cl)cc2C(=O)N2CCC(C)CC2)cc1
→ -1	-18	1	-11	7	-2.1	-2	-1	1	2
- CCOC(=O)C1=CCN(S(=O)(=O)c2ccccc2)C1c1ccccc1 (configuration not stated)
→ 2	-3	nt	-1	nt	-0.2	nt	nt	nt	-9
- CCOC(=O)CSc1nnc(-c2ccc3ncccc3c2)n1C
→ 6	2	-1	-13	9	-0.1	-3	-10	5	2
- O=C(O)c1ccccc1C1Nc2ccccc2C(=O)N1CCCN1CCOCC1 (configuration not stated)
→ nt	nt	10	-17	28	nt	1	-3	-7	6
- CCCCn1c(SCC(=O)/C(C#N)=C(\C)N)nc2ccccc2c1=O
→ 0	5	3	7	-1	0.4	-6	nt	1	5
- COc1ccc(C(=O)OCC(=O)NC2CC2)cc1S(=O)(=O)Nc1ccc(C)cc1
→ -10	-3	3	-2	nt	0.9	5	-1	nt	-4
- CCCOc1ncnc2c1[nH]c1ccc(OC)cc12
→ -3	-5	1	-17	29	-0.4	-11	-6	6	8
- CCCCC(CC)C(=O)Nc1cc([N+](=O)[O-])ccc1F (configuration not stated)
→ -2	-16	1	1	5	-1.9	-1	-10	0	-6
- Cc1cc(NC(=O)OC2CCCCC2)ccc1[N+](=O)[O-]
→ 4	-1	-3	13	4	1.8	-6	-9	3	16
- CCOC(=O)Nc1ccc(S(=O)(=O)N2CCOCC2)cc1
→ 0	4	-1	-1	8	0.6	-8	5	4	-2
- CC1CC2=C(NC(=S)NC2c2ccc(F)cc2)/C(=C/c2ccc(F)cc2)C1 (configuration not stated)
→ 0	-9	4	-6	8	-0.4	3	13	7	7
- CCN(CC)S(=O)(=O)c1cc(NC(=O)C2=COCCO2)ccc1Cl
→ -3	1	-7	11	nt	-0.2	3	3	nt	-6
- C/C=C(\C)C(=O)NCCN1C2=NC[C@@H](C)N2C[C@@H]1Cc1ccc(OC)cc1
→ 8	-5	5	-4	7	-0.6	7	1	0	2
- Cc1cccc(N2Cc3ccc(Br)cc3C2)c1
→ 2	?	2	-7	nt	1.4	0	-8	nt	-3
- NC(=O)c1c(NC(=O)CSc2nc(N)cc(=O)[nH]2)sc2c1CCCC2
→ 0	8	-7	2	18	-0.5	-8	7	7	6
- C/C(CC1(O)/C(=N/O)CCc2nonc21)=N\O (configuration not stated)
→ 5	-3	1	-8	29	-0.2	3	nt	-6	-4
- COCCNC(=O)Cc1c(C)c2c(cc(C)c3c(C(C)(C)C)coc32)oc1=O
→ 3	8	5	-23	nt	-0.6	-10	7	-1	0
- Cc1ccccc1OCC(=O)N/N=C/c1cccc(Oc2ccc([N+](=O)[O-])cc2[N+](=O)[O-])c1
→ 0	-3	6	-4	21	-0.8	-16	nt	4	-3
- CC(=O)Nc1cccc2ncccc12
→ 0	4	4	2	3	-0.2	5	0	3	-4
- C/C(CC(=O)Nc1ccccc1[N+](=O)[O-])=N\NC(=O)COc1ccccc1C
→ 1	-5	6	0	29	0.1	-3	nt	3	3
- C/C(=N\Nc1ccc(S(N)(=O)=O)cc1[N+](=O)[O-])c1ccc2c(c1)OCO2
→ -7	-6	14	-4	-3	-1.6	nt	nt	-4	-18
- O=C(c1c[nH]c(C(=O)C(Cl)(Cl)Cl)c1)c1c(F)cccc1F
→ -1	-13	5	-4	7	-0.8	-12	-7	5	-1
- COc1cc(OC)cc(C(=O)NCC(=O)OCC(=O)Nc2ccc(C)c(S(=O)(=O)N3CCOCC3)c2)c1
→ 2	9	-1	-4	nt	0.3	nt	3	nt	-3
- CC1(C)CC(=O)C=C(Nc2ccc3c(c2)CCC3)C1
→ nt	nt	12	nt	-19	nt	-1	-2	-4	nt
- Clc1cccc(Cl)c1Cn1nnc(N2CCCC2)n1
→ nt	nt	6	3	9	nt	0	-16	2	-4
- COc1cc(/C=C2\SC(N)=NC2=O)cc(OC)c1
→ -6	28	-2	-10	1	-2.5	nt	nt	5	-19
- CC1=C(C(=O)OCc2cc(C)on2)N2C(=O)[C@@H](NC(=O)OCc3cc(C)on3)[C@H]2SC1
→ -13	6	-1	11	nt	0.7	1	-9	nt	-6
- Cc1cc(C)c2oc(C(=O)Nc3ccc(S(=O)(=O)Nc4nccc(C)n4)cc3)cc(=O)c2c1
→ -2	2	1	2	23	-1.6	10	-4	4	3
- Cc1ccc(CNC(=O)COC(=O)C2CCN(S(=O)(=O)c3cccs3)CC2)cc1
→ -1	-8	-15	1	0	-0.7	2	-2	2	1
- CC1=C(C(=O)Nc2ccc(C)cc2)C(c2ccco2)NC(=O)N1 (configuration not stated)
→ 0	0	3	2	8	0.1	3	-2	-1	-8
- COc1ccccc1NC(=O)NCc1ccco1
→ -1	-1	-18	1	25	0.3	3	-3	-1	-4
- COc1ccc(C(C)=O)cc1CC(=O)NC1CCCCCC1
→ 5	-6	0	13	27	-2.5	-2	-11	-3	3
- CC[n+]1c(/C=C(\C)OC)sc2ccccc21
→ 0	-6	2	17	12	0.0	nt	0	-1	-5
- O=C(Cc1ccccc1[N+](=O)[O-])NCc1ccc2c(c1)OCO2
→ 2	-3	-4	0	0	-0.3	-2	-12	-4	4
- CN(C)C(Cc1ccccc1)C(=O)c1ccccc1 (configuration not stated)
→ -2	-1	4	4	2	-0.1	-2	-11	-1	2
- O=C(OCCCN=C1NS(=O)(=O)c2ccccc21)c1ccccc1
→ 4	13	1	7	-10	2.1	-8	2	-4	-6
- CCCCCO
→ -4	-4	-6	4	nt	-0.8	-3	-8	nt	0
- FC(F)(F)c1cccc(Oc2nc(-c3ccccc3)nnc2C(F)(F)F)c1
→ -3	-7	3	1	12	-0.5	5	-10	-4	-7
- CS(=O)(=O)N(CC(=O)N1CCN(c2ccccc2F)CC1)C1CCCCC1
→ -1	-7	0	2	25	-0.8	5	-16	-6	1
- CCOC(=O)c1c(NC(=O)CCC(=O)N2CCOCC2)sc2c1CC(C)(C)OC2
→ 0	-6	-1	17	20	-0.4	-2	-9	-3	-1
- Cc1nn(-c2ccccc2)c(Cl)c1C1C(C#N)=C(N)OC2=C1C(=O)CCC2 (configuration not stated)
→ 1	14	4	-21	6	0.8	-9	1	1	4
- c1ccc2nc3[nH]cnc3nc2c1
→ -4	2	1	-29	12	0.7	-1	-9	-8	-7
- COC(=O)Cn1cnc2c1c(=O)n(C)c(=O)n2C
→ -3	1	-10	-1	13	-1.0	3	-8	-3	-2
- CN(Cc1ccccc1)C(=O)c1cccc(NC(=O)Cc2ccc(NC(=O)C3CCCN(C(=O)C4CCCC4)C3)cc2)c1 (configuration not stated)
→ -4	0	1	2	nt	0.0	nt	1	nt	6
- CCN1CCN(C(=O)c2ccc(CN(c3ccccc3)S(=O)(=O)c3ccccc3)cc2)CC1
→ 0	1	-1	-14	12	0.6	-4	-5	0	-4
- COC(=O)C1=C(C(=O)c2ccccc2)C(c2ccc(OC)c(OC)c2)Nc2nnnn21 (configuration not stated)
→ -5	-16	-1	14	18	0.9	-2	-12	1	3
- O=C(/C(C=Nc1cccc(C(F)(F)F)c1)=C(/O)c1ccco1)C(F)(F)F
→ -1	2	2	-1	-4	0.6	9	nt	-1	5
- CC(=O)Nc1ccc(-c2csc(NC(=O)Cc3ccccc3F)n2)cc1
→ 0	2	10	-8	-41	1.7	-4	10	-6	11
- Cc1c(/C=N/NC(=O)c2cc(Br)ccc2O)c(=O)n(C)c(=O)n1C
→ 2	-19	9	1	-2	-0.3	-2	nt	1	-6
- COc1cc(NC(=O)CSc2nnc3c(C)cc4c(C)ccc(C)c4n23)c(C(=O)O)cc1OC
→ 1	18	-8	7	44	1.4	6	-15	-9	-9
- O=C(Cn1cc(S(=O)(=O)Cc2ccc([N+](=O)[O-])cc2)c2ccccc21)N1CCOCC1
→ -3	-3	-4	0	10	-3.1	-2	-7	-1	-5
- CCOc1cc(CNCCc2ccccc2)ccc1OCC(=O)NC(C)(C)C
→ -2	-5	2	13	22	0.0	0	-15	6	-6
- COc1ccccc1C(=O)Nc1nsc(-c2ccccc2)n1
→ -1	-1	-4	2	27	-1.1	-10	-4	-2	5
- CS(=O)(=O)N1CCN(C(=O)COc2ccc3ccccc3c2)CC1
→ 1	-2	1	-4	17	0.6	9	-3	0	1

# Looked up by structure from the list above, four records:
# Results follow in this order: Anthrax LF inh2	BoNT F protease	MazEF act	CCHFV vOTU inh	DUSP3 inh	BoNT A protease	Rv3671c inh	PriA SSB inh	SARS 3CLpro inh	PrPC surface inh
- COc1ccccc1C(=O)Nc1nsc(-c2ccccc2)n1
→ -1	-1	-4	2	27	-1.1	-10	-4	-2	5
- CN(Cc1ccccc1)C(=O)c1cccc(NC(=O)Cc2ccc(NC(=O)C3CCCN(C(=O)C4CCCC4)C3)cc2)c1 (configuration not stated)
→ -4	0	1	2	nt	0.0	nt	1	nt	6
- Clc1cccc(Cl)c1Cn1nnc(N2CCCC2)n1
→ nt	nt	6	3	9	nt	0	-16	2	-4
- COc1cc(/C=C2\SC(N)=NC2=O)cc(OC)c1
→ -6	28	-2	-10	1	-2.5	nt	nt	5	-19

# Compound profiles, from the list above. Order of screens: Anthrax LF inh2	BoNT F protease	MazEF act	CCHFV vOTU inh	DUSP3 inh	BoNT A protease	Rv3671c inh	PriA SSB inh	SARS 3CLpro inh	PrPC surface inh
# `Cc1c(/C=N/NC(=O)c2cc(Br)ccc2O)c(=O)n(C)c(=O)n1C` is listed with 2	-19	9	1	-2	-0.3	-2	nt	1	-6
# `CCOc1cc(CNCCc2ccccc2)ccc1OCC(=O)NC(C)(C)C` is listed with -2	-5	2	13	22	0.0	0	-15	6	-6
# `CC1=C(C(=O)OCc2cc(C)on2)N2C(=O)[C@@H](NC(=O)OCc3cc(C)on3)[C@H]2SC1` is listed with -13	6	-1	11	nt	0.7	1	-9	nt	-6
# `c1ccc2nc3[nH]cnc3nc2c1` is listed with -4	2	1	-29	12	0.7	-1	-9	-8	-7
